Compound activity (PubChem BioAssay)
AmpC inh detg – blocks E. coli AmpC beta-lactamase in detergent assay; Potency, µM (highest dose often 114 µM), inactives show at the highest dose activity change, negative = inhibition, hits mostly inhibitors; P00811; actives 0.041% (n = 370,000); AID 485294; AmpC hydrolysis of nitrocefin, absorbance 480 nm, 0.01% Triton;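 also: potency is read from the fitted curve at half-maximal effect; 0% = no-compound wells and -100% = no-enzyme wells; nearly all actives have a fitted effect of over 25% in size; some results filed as inactive show a strong effect at the top dose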
Target sequence (P00811 whole entry, looked up): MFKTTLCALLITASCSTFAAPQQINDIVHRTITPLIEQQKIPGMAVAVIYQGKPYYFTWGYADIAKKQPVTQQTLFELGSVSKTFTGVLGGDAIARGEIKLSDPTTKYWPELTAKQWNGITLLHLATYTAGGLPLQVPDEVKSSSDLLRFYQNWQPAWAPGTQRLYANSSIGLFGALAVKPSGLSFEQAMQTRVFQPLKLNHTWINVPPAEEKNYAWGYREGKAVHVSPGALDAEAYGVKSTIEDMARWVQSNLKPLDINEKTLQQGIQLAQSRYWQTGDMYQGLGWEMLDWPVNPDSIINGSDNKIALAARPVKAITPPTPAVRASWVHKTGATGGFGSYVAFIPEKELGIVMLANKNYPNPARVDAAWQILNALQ
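AmpC (5.3 nM in the dispensed reagent) in 20 mM phosphate pH 7.0 with 0.01% (detergent screen) or 0.0001% Triton X-100 was preincubated with compounds for 15 min at room temperature. Nitrocefin was then added from an 800 uM solution, and hydrolysis was followed at 480 nm.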
HCMV antiviral – inhibitors of human cytomegalovirus; AID 1259415; actives 4.5% (n = 410,000); HFF cells, HCMV-luciferase reporter, 72 h; hits give low values; activity change, negative = inhibition, % at 57.5 µM; in the data active = activity change below about -60%; inconclusive = no clear call, values can overlap the other calls; inactive = above about -39%
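Screen run at 2 compound doses on HFFs infected with reporter HCMV, MOI 1 PFU/cell. Luciferase activity from cell lysates at 72 h post infection gave inhibition relative to buffer-only and Salinomycin wells.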
TbPYK inhibitor – T. brucei pyruvate kinase inhibition. Q57TT1. TbPYK enzyme, Kinase-Glo Plus ATP luminescence, 45 min. Potency, µM (highest dose often 76.8 µM), for the others: at the top dose activity, negative = inhibition, usual class: inhibitors. actives 0.12% (n = 410,000). AID 624173; also: potency is read from the fitted curve at half-maximal effect; nearly all actives have a fitted effect of over 50% in size
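Readout: single end-point luminescence (Kinase-Glo Plus, 10 min). Reaction conditions were TbPYK/substrate plus 130 uM ADP, 45 min at RT, pH 7.2 TEA buffer. No-enzyme wells served as controls, and data were normalized before concentration-response fitting.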
HCV inhibitor – inhibitors of hepatitis C virus infection; Huh7.5.1 HCVcc-Cre infection, luciferase reporter, 44 h; Potency, µM (top dose mostly 41.8 µM), without a hit: top-dose activity change, negative = inhibition, actives largely listed as inhibitors; actives 3.4% (n = 340,000); also: potency is read from the fitted curve at half-maximal effect
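Luciferase read-out (15 sec integration) after a 15 min room-temperature substrate step quantifies HCVcc-Cre infection. Cells, 1,000 per well, had compound added 4 h post-plating, then virus at ~0.5 moi, and were cultured 44 h.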
AmpC inh no detg – inhibitors of E. coli AmpC beta-lactamase without detergent. P00811. AmpC nitrocefin hydrolysis, absorbance 480 nm, 0.0001% Triton. Potency, µM (top dose mostly 57.1 µM), for the others: top-dose activity change, negative = inhibition, actives largely listed as inhibitors. actives 0.52% (n = 330,000);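 also: potency is read from the fitted curve at half-maximal effect; plate controls were no compound for no effect and no enzyme for full effect; nearly all actives have a fitted effect of over 20% in size; some results filed as inactive show a strong effect at the top dose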
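AmpC (5.3 nM in the dispensed reagent) in 20 mM phosphate pH 7.0 with 0.01% (detergent screen) or 0.0001% Triton X-100 was preincubated with compounds for 15 min at room temperature. Nitrocefin was then added from an 800 uM solution, and hydrolysis was followed at 480 nm.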
LmPK inhibitor – inhibitors of Leishmania mexicana pyruvate kinase | actives 0.37% (n = 290,000) | Potency, µM (titrated, usually from 57.5 µM), without a hit: at the top dose activity change, negative = inhibition, actives largely listed as inhibitors | purified LmPK, Kinase-Glo ATP luminescence, 1 h; also: potency is read from the fitted curve at half-maximal effect
Target sequence (Q27686 whole entry, looked up): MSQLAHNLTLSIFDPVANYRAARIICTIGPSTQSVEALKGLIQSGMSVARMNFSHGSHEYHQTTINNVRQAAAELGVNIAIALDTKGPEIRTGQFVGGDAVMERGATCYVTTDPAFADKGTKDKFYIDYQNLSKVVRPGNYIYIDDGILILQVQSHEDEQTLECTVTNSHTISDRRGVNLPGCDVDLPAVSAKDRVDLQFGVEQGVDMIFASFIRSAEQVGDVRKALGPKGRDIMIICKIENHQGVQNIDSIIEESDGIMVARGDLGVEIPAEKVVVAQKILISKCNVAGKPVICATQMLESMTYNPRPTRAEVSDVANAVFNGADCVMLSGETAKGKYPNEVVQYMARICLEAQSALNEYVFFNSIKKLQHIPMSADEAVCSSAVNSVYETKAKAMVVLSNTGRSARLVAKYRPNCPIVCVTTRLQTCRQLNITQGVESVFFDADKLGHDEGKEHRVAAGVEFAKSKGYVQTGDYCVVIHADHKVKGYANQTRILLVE
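In 50 mM imidazole pH 7.2 with 7 mM MgCl2, LmPK (0.1 nM) turned over PEP (0.5 mM) and ADP (0.1 mM) for 1 h at room temperature. Luciferase read-out of ATP.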
AMA1 RON2 block – inhibitors of Plasmodium falciparum AMA1-RON2 interaction; AID 720542; Potency, µM (highest dose often 58.2 µM), without a hit: at the top dose activity change, negative = inhibition, usual class: inhibitors; AlphaScreen AMA1-biotinylated RON2 peptide binding; actives 0.2% (n = 360,000);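 also: potency is read from the fitted curve at half-maximal effect; 0% = vehicle wells and -100% = peptide control; nearly all actives have a fitted effect of over 45% in size; some results filed as inactive show a strong effect at the top dose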
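AMA1 (3D7) with his tag at 25 nM final met compounds first, then biotinylated RON2 peptide at 25 nM; detection used donor plus acceptor beads, 10 µg/mL apiece, read by AlphaScreen after 30 min at room temperature.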
The depositor's hits bear a star; ? = inconclusive; nt = not tested or not shown; [ ] = dose if it differs, or a comment. Unless noted, calls follow the shape of the dose curve; as a rule, active = well fitted curve in the direction sought with a large enough effect; inconclusive = small, poorly fitted or top-dose-only effect, or another doubt; inactive = no such curve, though single readings can be large; an effect the other way counts as inactive or inconclusive. Unless noted, % is scaled to controls: 0 for no effect and ±100 for the full control effect.

The opening 13 entries, to show the layout:
SMILES	AmpC inh detg	HCMV antiviral	TbPYK inhibitor	HCV inhibitor	AmpC inh no detg	LmPK inhibitor	AMA1 RON2 block
O=C(c1ccc(S(=O)(=O)NCc2ccco2)cc1)N1CCN(Cc2ccc3c(c2)OCO3)CC1	-5%	-68*	6%	?	80%[activator]	-2%	11%
CCOC(=O)c1c(NC(=O)COC(=O)C2CC2C)sc(C)c1C (stereo unspecified)	11%	54	7%	-26%	8%	-1%	-7%
O=C(CSc1nnc2ccccn12)NC(=O)NC1CCCCC1	6%	-8	3%	5%	-4%	-5%	3%
O=C(O)/C=C/C(=O)Nc1ccc(NC(=O)c2ccccc2)c(Cl)c1	3%	?	2%	8.9µM*	-23%	-25%	0%
Clc1ccc(Cn2c(/C=C/c3ccco3)nc3ccccc32)cc1	?	-32	-11%	?	-33%	-11%	6%[11.6 µM]
Cc1cc(Cl)ccc1OC(C)C(=O)NCCc1ccc2c(c1)OCCO2 (stereo unspecified)	4%	-6	6%	?	86%[activator]	1%	-2%
CCn1cc(CCCC(=O)NCc2ccc(OC)cc2)c2ccccc21	1%	11	6%	?	3%	0%	-14%
O=C(NCCc1ccccc1)C1CCN(c2nc3ccccc3o2)CC1	-7%	-1	-2%	-17%	38%	1%	2%
CCC(Sc1nc(C)cc(=O)[nH]1)C(=O)Nc1ccc(Cl)cn1 (stereo unspecified)	-14%	17	-4%	-22%	-16%	14%	-9%
Cc1cc(-c2nc(-c3ccc(C(C)(C)C)cc3)no2)no1	5%	?	-1%	?	-20%	-5%	17%
COc1ccc(CCNC(=O)Cn2cc(S(=O)(=O)Cc3ccccc3F)c3ccccc32)cc1OC	5%	0	-1%[15.4 µM]	nt	nt	nt	nt
O=S(=O)(c1ccc(Cl)c(C(F)(F)F)c1)N1CCN(c2ccccn2)CC1	-9%	2	7%	17%	-19%	0%	1%
O=C(CN1C(=O)C2C3C=CC(C3)C2C1=O)OCC(=O)c1ccc([N+](=O)[O-])cc1 (stereo unspecified)	-9%	-14	-3%	-22%	3%	5%	0%

The whole of this part, previewed entries included:
SMILES	AmpC inh detg	HCMV antiviral	TbPYK inhibitor	HCV inhibitor	AmpC inh no detg	LmPK inhibitor	AMA1 RON2 block
O=C(c1ccc(S(=O)(=O)NCc2ccco2)cc1)N1CCN(Cc2ccc3c(c2)OCO3)CC1	-5%	-68*	6%	?	80%[activator]	-2%	11%
CCOC(=O)c1c(NC(=O)COC(=O)C2CC2C)sc(C)c1C (stereo unspecified)	11%	54	7%	-26%	8%	-1%	-7%
O=C(CSc1nnc2ccccn12)NC(=O)NC1CCCCC1	6%	-8	3%	5%	-4%	-5%	3%
O=C(O)/C=C/C(=O)Nc1ccc(NC(=O)c2ccccc2)c(Cl)c1	3%	?	2%	8.9µM*	-23%	-25%	0%
Clc1ccc(Cn2c(/C=C/c3ccco3)nc3ccccc32)cc1	?	-32	-11%	?	-33%	-11%	6%[11.6 µM]
Cc1cc(Cl)ccc1OC(C)C(=O)NCCc1ccc2c(c1)OCCO2 (stereo unspecified)	4%	-6	6%	?	86%[activator]	1%	-2%
CCn1cc(CCCC(=O)NCc2ccc(OC)cc2)c2ccccc21	1%	11	6%	?	3%	0%	-14%
O=C(NCCc1ccccc1)C1CCN(c2nc3ccccc3o2)CC1	-7%	-1	-2%	-17%	38%	1%	2%
CCC(Sc1nc(C)cc(=O)[nH]1)C(=O)Nc1ccc(Cl)cn1 (stereo unspecified)	-14%	17	-4%	-22%	-16%	14%	-9%
Cc1cc(-c2nc(-c3ccc(C(C)(C)C)cc3)no2)no1	5%	?	-1%	?	-20%	-5%	17%
COc1ccc(CCNC(=O)Cn2cc(S(=O)(=O)Cc3ccccc3F)c3ccccc32)cc1OC	5%	0	-1%[15.4 µM]	nt	nt	nt	nt
O=S(=O)(c1ccc(Cl)c(C(F)(F)F)c1)N1CCN(c2ccccn2)CC1	-9%	2	7%	17%	-19%	0%	1%
O=C(CN1C(=O)C2C3C=CC(C3)C2C1=O)OCC(=O)c1ccc([N+](=O)[O-])cc1 (stereo unspecified)	-9%	-14	-3%	-22%	3%	5%	0%
Cc1nc(CCNC(=O)c2cc(COc3ccc(F)cc3Cl)on2)sc1C	0%	?	-1%	-28%	71%[activator]	2%	-5%
COc1ccc(CCN2CN(S(=O)(=O)c3ccc(C)cc3)c3nc4ccccc4nc32)cc1OC	?	-28	-2%	14%	-17%	-1%	1%
CCN(CC)C(=O)C1=C(C)N(Cc2ccc(C(C)(C)C)cc2)C(=O)C(CC(=O)NCc2ccco2)C1 (stereo unspecified)	nt	2	-1%	nt	nt	nt	0%
CCNC(=O)C1CCN(c2nc3ccccc3nc2C(F)(F)F)CC1	5%	-3	-11%	nt	nt	nt	nt
C(=N\Nc1nc2ccccc2[nH]1)/c1ccc2ncccc2c1	6%	-22	-3%	?	-29%	-19%	37%[activator]
O=C(Nc1ccc2c(c1)OCO2)c1ccc(CN2CCOCC2)cc1	?	44	3%	?	-28%	0%	19%
O=C(Nc1ccc2c(c1)OCO2)c1cc(-c2ccncc2)nc2ccccc12	12%	86	-5%	?	-3%	-13%	-23%
CCOC(=O)C(CC(=O)O)=C(c1ccccc1)c1ccccc1	-3%	-27	-4%	33%[activator]	-11%	0%	-9%
C=CCn1c2ccccc2c2nnc(SCCCn3c(=O)[nH]c4ccccc43)nc21	-9%	51	-13%	10µM*	0%	1%	-8%
COc1ccc(OC)c(N(CC(=O)N2CCOCC2)S(C)(=O)=O)c1	-9%	72	-1%	13%	1%	-2%	-20%
CC(C)(C)n1ncc2c(=O)n(CC(=O)NCc3ccccc3)cnc21	-5%	13	3%	-9%	-5%	1%	-11%
CCOC(=O)c1ccc(NC(=O)CSc2nccn2-c2cc(C)cc(C)c2)cc1	9%	-1	-2%	nt	nt	nt	nt
COC(=O)c1c(-c2cccs2)csc1NC(=O)c1ccc(OC)c(OC)c1	18%	2	-15%	nt	nt	nt	nt
COc1ccc(OC)c(CNC(=O)c2ccc(Sc3ccc(Cl)cc3)c(NC(C)=O)c2)c1	-3%	-27	-11%	nt	nt	nt	nt
CS(=O)(=O)N1N=C(c2cccs2)CC1c1ccccc1O (stereo unspecified)	1%	1	2%	16%	-22%	-5%	-5%
C[C@@]12C(=O)N(c3cccc(F)c3)C(=O)N1[C@H](c1ccc(F)cc1)[C@@H]1C(=O)N(C3CCCCC3)C(=O)[C@@H]12	-11%	nt	-5%	8%	188%[activator]	-3%	4%
COc1cc(C2c3cc4c(cc3OC(NCCc3ccccc3)C2C)OCO4)cc(OC)c1OC (stereo unspecified)	nt	-82*	-8%	3%	nt	nt	?
O=C(CN1CCOCCOCCN(CC(=O)Nc2ccccc2)CCOCC1)Nc1ccccc1	?	-14	2%	5%	106%[activator]	-2%	108%[activator]
CCN(Cc1ccccc1)S(=O)(=O)c1ccc(S(=O)(=O)N(Cc2ccccn2)Cc2ccco2)cc1	?	5	3%	-20%	-6%	6%	10%
Cc1[nH][nH]c(=O)c1C(c1ccc(-c2ccc(Cl)cc2)o1)c1c(C)[nH][nH]c1=O	-1%	-34	-11%	1%	-19%	-1%	3%
NC(=O)C1(c2ccccc2)CCCN1C(=O)c1ccccc1Br (stereo unspecified)	-6%	-28	2%	2%	4%	0%	11%
CCOC(=O)Cn1nc(NC(=O)c2cc(OC)cc(OC)c2)cc1C	-2%	16	5%	?	4%	0%	14%
CC(=O)c1sc(N/N=C/c2cccc([N+](=O)[O-])c2)nc1C	-1%	4	0%	-1%	-29%	3%	25%
CCn1nc(C)c2c(-c3ccccc3)cc(=O)n(C(C)C(=O)NCc3cccc(OC)c3)c21 (stereo unspecified)	19%	2	-1%	nt	nt	nt	nt
COc1ccc(NS(=O)(=O)c2cc(-c3nnnn3C)ccc2OC)cc1	5%	12	-7%	-2%	-9%	-1%	9%
CN(C)c1ccc(CN(CC2CCCO2)C(=O)c2ccc(Br)cc2)cc1 (stereo unspecified)	17%	16	-14%	nt	nt	nt	nt
O=C(c1ccncc1)N(Cc1ccco1)Cc1cc2ccccc2[nH]c1=O	-21%	11	0%	9%	-6%	2%	-11%
COc1ccc(-n2c(C)cc(C(=O)CN3C(=O)c4ccccc4C3=O)c2C)cc1	5%	?	4%	-13%	-7%	4%	-25%
CCN1C(=O)C(O)(CC(=O)c2cc(C)ccc2C)c2ccccc21 (stereo unspecified)	?	-16	4%	-10%	-1%	4%	7%
Nc1cc(C(=O)OCC(=O)c2ccc(CC(=O)N3CCOCC3)s2)ccc1Cl	-7%	0	0%	5%	44%	nt	-6%
CC(C)n1[nH]c2ccccc2c1=O	nt	6	0%	nt	nt	nt	-4%
Cn1ccnc1Sc1ccccc1[N+](=O)[O-]	2%	-35	-1%	8%	-25%	9%	-3%
COc1ccc(C(=O)NCC(=O)N2CCN(c3ccc(F)cc3)CC2)cc1	3%	-64*	-1%	8%	-10%	5%	-6%
CCNC(=S)N1CCN(c2ccccc2OCC)CC1	-5%	-31	-7%	15%	-8%	-2%	22%
COc1ccc(/C=C2\SC(=S)N(NS(=O)(=O)c3ccc(C)cc3)C2=O)c(OC)c1	5%	47	-10%	6%	-54%	6%	8%
Cc1cccc(NC(=S)NC2CC3CCCC(C2)N3Cc2ccco2)c1 (stereo unspecified)	-4%	?	1%	-14%	-25%	-7%	-2%
COc1ccc(N(CC(=O)Nc2nccs2)S(=O)(=O)c2c(C)[nH]c(=O)[nH]c2=O)cc1	-7%	?	-5%	7%	-10%	-2%	-3%
